Screens as filed in PubChem.
SRC3 TRFRET art: TR-FRET detection interference compounds, artefact control for PPARgamma SRC-3 recruitment agonists, biochemical, TR-FRET ratio. hit rate 0.39% among 99,000. TR-FRET artefact counter-screen, PPARgamma/SRC-3 format; hits give high values. TR-FRET ratio at 8 µM; in the data active = TR-FRET ratio above about 2000; also: inactives centre near 1600
SRC1 TRFRET art: TR-FRET detection interference compounds, primary screen, artefact control for PPARgamma SRC-1 recruitment agonists, biochemical, TR-FRET emission ratio; TR-FRET detection artefact counter-screen; hits give high values; TR-FRET ratio at 8 µM; hit rate 0.34% among 99,000; in the data active = TR-FRET ratio above about 2300; also: inactives centre near 1800
* hit, by the source's call. Not all compounds are listed, so the mix of outcomes need not match the whole.

Structure	SRC3 TRFRET art	SRC1 TRFRET art
O=C(Cc1cccc(C(F)(F)F)c1)NCc1ccc(Cl)cc1	1420	1798
O=C(CCc1ccccc1)NC(=S)Nc1ccc2c(c1)C(=O)OC2	1312	1609
Cc1ccc(/C=C2/Sc3ccccc3N(CC(=O)NCCCOC(C)C)C2=O)cc1	1424	1765
CCCc1cc(=O)oc2c(C)c3occ(C)c3cc12	1708	1952
CCO[C@H]1OC(C(=O)NCc2ccccc2)=C[C@@H](c2ccc(C(F)(F)F)cc2)[C@@H]1CCCO	1480	2110
COc1ccc(OC)c(CCNC(=O)Cn2cccc2C(=O)c2ccccc2C)c1	1440	1521
CSCCC(NC(=O)c1ccc([N+](=O)[O-])cc1Cl)C(=O)OCC(=O)C12CC3CC(CC(C3)C1)C2 (centres undefined)	1481	1884
Cc1ccc(/C([O-])=C(/C(=S)NCc2ccccc2)[n+]2cccc(CO)c2)cc1[N+](=O)[O-]	1666	1767
NS(=O)(=O)c1ccc(NC(=S)N2CCN(c3cccc(Cl)c3)CC2)cc1	1694	2002
CCN1CCN(CC2CC3C=CC2C3)CC1 (centres undefined)	1641	1850
S=C(NCCCN1CCOCC1)Nc1ccc(-c2nc3ccccc3[nH]2)cc1	1593	1673
CCSc1nc2c(c(=O)[nH]c(=O)n2C)n1CC(O)COc1ccccc1 (centres undefined)	1597	1632
CCOc1ccccc1CN1CCN(C/C=C/c2ccc(OC)cc2)CC1CCO (centres undefined)	1760	2211
O=C(Oc1ccc([N+](=O)[O-])cc1)c1cncc(Br)c1	1713	1746
O=C(NC(=S)N1CCN(c2ccccn2)CC1)c1ccco1	1540	1763
N=C1C(=O)OCC1c1ccccc1NC(=O)CN1CCCCC1 (centres undefined)	1493	1821
Cn1c(-c2ccccc2)c(C=O)c2ccccc21	1480	1830
CCOC(=O)C1CCCN(C(=S)Nc2ccc(OC)cc2)C1 (centres undefined)	1765	2004
CCCCc1cc(=O)oc2cc(O)cc(O)c12	2006	2687*
COc1cccc(CNC(=O)CCSCc2ccccc2F)c1	1559	1931
Cn1c(COc2ccccc2)nnc1SCC(=O)NNC(=O)C1CCCCC1	1467	1636
COc1ccc(-n2c(Cc3cccn3C)nnc2SCC(=O)Nc2ccc(C)cc2)cc1	1676	1697
O=C(COc1ccc2ccccc2c1)Nc1cccc(C(=O)Nc2ccccc2C(=O)O)c1	1680	1697
COc1ccc(NC(=S)N(Cc2ccc(Cl)cc2)Cc2ccc(C(=O)O)cc2)cc1Cl	1482	1819
c1ccc(-c2nnc(SCC3CCCCO3)nc2-c2ccccc2)cc1 (centres undefined)	1511	1737
COc1ccc(C(=O)NC(C)c2nc3ccccc3n2C)cc1OC (centres undefined)	1472	1622
O=C(/C=C/c1ccc(S(=O)(=O)N2CCOCC2)cc1)NCCCn1ccnc1	1428	1595
O=C(NCCN1CCN(c2ccccc2)CC1)c1ccc2c(c1)[nH]c(=S)n1c3ccccc3nc21	1954	2025
C/C=C/C(=O)OCC(=O)Nc1ccc(SC(F)F)cc1	1595	1975
C/C=N/NC(=O)CCNC(=O)c1ccccc1	1380	1684
CN(C)S(=O)(=O)c1cccc(NC(=O)CNCC2CCCCC2)c1	1543	1879
COc1ccc(O)c(C(=O)c2cnc3c(c2)c(=O)[nH]c(=O)n3C)c1	1522	1686
Cc1ccc(SCC(=O)Nc2ccc3c(c2)OCCO3)cc1	1804	1637
COc1ccccc1/C=C/C=N/n1c(-c2ccncc2)n[nH]c1=S	1636	1894
COc1ccc(C(CCNCc2ccccc2F)c2ccc(F)cc2)cc1 (centres undefined)	1516	1813
COc1ccc(/C=N\NC(=O)c2nn(C)cc2Cl)cc1CN1CCOCC1	1624	1808
O=C(CSc1nnc(-c2ccncc2)n1Cc1ccco1)Nc1cccc(O)c1	1609	1829
O=C(Nn1cc(C(=O)Nc2ccccc2F)c2ccccc2c1=O)c1cnccn1	1720	1862
O=C(Cc1ccccc1)NCCSCc1ccccc1	1694	1876
CC(C)c1ccc2c(c1)C1Cc3ccccc3C1N2 (centres undefined)	1606	1884
CC(C)OC(=O)CSc1nc2c(cc1C#N)CCCCC2	1695	1863
Cc1ccc(Cn2nc(C)c(/C=N/NC(=O)c3cccnc3)c2C)cc1	1702	1850
COc1cc(C2C3=C(CCCC3=O)Nc3[nH]n(-c4ccccc4)c(=O)c32)ccc1OC(C)=O (centres undefined)	1658	2166
NNC(=O)c1cc2c(ccc3ccccc32)o1	1518	1654
CCOc1cc(NC(=S)NCCCN2CCOCC2)c(OCC)cc1NC(=O)c1cccs1	1716	1840

The closing 7 entries of the part before open the next one.
Structure	SRC3 TRFRET art	SRC1 TRFRET art
O=C(Cc1ccccc1)NCCSCc1ccccc1	1694	1876
CC(C)c1ccc2c(c1)C1Cc3ccccc3C1N2 (centres undefined)	1606	1884
CC(C)OC(=O)CSc1nc2c(cc1C#N)CCCCC2	1695	1863
Cc1ccc(Cn2nc(C)c(/C=N/NC(=O)c3cccnc3)c2C)cc1	1702	1850
COc1cc(C2C3=C(CCCC3=O)Nc3[nH]n(-c4ccccc4)c(=O)c32)ccc1OC(C)=O (centres undefined)	1658	2166
NNC(=O)c1cc2c(ccc3ccccc32)o1	1518	1654
CCOc1cc(NC(=S)NCCCN2CCOCC2)c(OCC)cc1NC(=O)c1cccs1	1716	1840
O=C(COC(=O)c1cc2ccccc2cc1O)NC(=O)NCc1ccco1	1653	1815
Cc1ccc(NC(=S)N(CCN(C)C)Cc2cc3cc(C)ccc3[nH]c2=O)cc1	1647	1724
Cc1sc2ncn(CC(=O)Nc3ccccc3F)c(=O)c2c1-c1ccccc1	1677	1556
O=C1CC(c2ccccc2)CN1C(=O)c1cccc([N+](=O)[O-])c1 (centres undefined)	1664	1655
CCOc1cc2[nH]c(=S)n(CCCOC)c(=O)c2cc1OCC	1603	1642
FC(F)Oc1ccc(NC(=S)NNc2ccnc3cc(Cl)ccc23)cc1	1484	1949
COc1ccc(C(=O)N2CCN(C(=O)c3cc(OC)c(OC)c(OC)c3)CC2)cc1	1572	1878
Cn1c(=O)c(=O)n(C)c2cc(S(=O)(=O)NCCOc3ccccc3)ccc21	1489	1681
OCCOCCN1CCN(C(=S)Nc2ccccc2)CC1	1673	1889
CCOC(=O)CN(c1ccccc1)S(=O)(=O)c1ccc(F)cc1	1527	1931
COc1ccc(C(=O)Nn2c(SCc3cccc([N+](=O)[O-])c3)nc3ccccc3c2=O)cc1	1519	1839
O=C(c1cccc(S(=O)(=O)N2CCOCC2)c1)N1CCN(S(=O)(=O)c2cccs2)CC1	1576	1634
CN(C)CC(C)(C)CNC(=S)NCc1ccc2c(c1)OCO2	1546	1810
O=C1CCC(CCC(=O)N2CCCC(C(=O)c3ccc4c5c(cccc35)CC4)C2)=NN1 (centres undefined)	1472	1462
Clc1ccc(CSc2ccc(-c3ccco3)nn2)cc1	1577	2031

Remaining list, next part.
Second line of a record – SRC3 TRFRET art	SRC1 TRFRET art
CCOC(=O)C1=NOC(Cn2cc(C(C)=O)c(=O)[nH]c2=O)C1 (centres undefined)
→ 1491	1415
Cc1cc(C(F)(F)F)nn1CC(=O)NCC1CCCO1 (centres undefined)
→ 1751	1662
CCOC(=O)CNNC(=O)Nc1ccc(Cl)c(Cl)c1
→ 1647	1842
COc1ccc(CNS(=O)(=O)NCc2ccccc2)cc1OC
→ 1659	1939
S=C(NCc1cccnc1)Nc1ccc(Oc2ccccc2)cc1
→ 1338	1949
CCN(C(=O)CSC1=Nc2ccccc2C2CC=NN12)C1CCS(=O)(=O)C1 (centres undefined)
→ 1640	1693
CCOc1ccc(C(=O)CCC(=O)NC(CC(C)C)C(=O)OC)cc1 (centres undefined)
→ 1633	1758
O=C(CCc1nc2ccccc2n1-c1ccccc1)NCCO
→ 1765	1798
COc1ccccc1N1CCN(c2ccc([N+](=O)[O-])cc2Cl)CC1
→ 1692	1864
CCOC(=O)C1CCN(c2ncnc3nc[nH]c23)CC1
→ 1638	1736
Cc1nnc(NC(=O)CSC2=NN3CCCC(=O)N=C3S2)s1
→ 1610	1792
CCOC(=O)C1CCCN(C(=O)CN2C(=O)/C(=C/c3ccc(OC)cc3)Oc3ccccc32)C1 (centres undefined)
→ 1631	1825
c1ccc(-c2noc(CN3CCOCC3)n2)cc1
→ 1697	2138
CCOc1ccc(NS(=O)(=O)c2ccc(C)c(C(N)=O)c2)cc1
→ 1339	1901
NC(Cc1ccc(O)cc1)c1cn([C@@H](CCC(=O)O)C(=O)N2CCNCC2)nn1 (some centres undefined)
→ 1383	1608
CCC(CC)c1nnc(NC(=O)Cc2cccs2)s1
→ 1573	1891
CCC(C)C(=O)Nc1nc2ccc(S(C)(=O)=O)cc2s1 (centres undefined)
→ 1439	1617
CCOC(=O)C1(Cc2ccccc2C(F)(F)F)CCN(C(=O)c2cc(C(C)=O)n[nH]2)CC1
→ 1516	1543
CS(=O)(=O)NCCNc1ncc(C(F)(F)F)cc1Cl
→ 1599	1706
Cc1ccc(C(=O)Cn2c3[n+](c4ccccc42)CC(O)CS3)cc1 (centres undefined)
→ 1497	1968
COc1ccc(OC)c(S(=O)(=O)NC(N)=NCCc2ccccc2OC)c1
→ 1312	1826
Fc1ccc(/C=N/n2cnn(Cc3ccccc3Cl)c2=S)cc1
→ 1576	1777
CC(C)OCC(O)CCc1n[nH]c(=S)n1-c1ccccc1 (centres undefined)
→ 1440	1535
CN=c1sc2ccccc2n1CC(O)c1ccccc1 (centres undefined)
→ 1684	1714
COc1cc(C(=O)O)cc(NC(=O)c2cccs2)c1OC
→ 1514	2046
CC(=O)N1N=C(c2ccc3ccccc3c2)OC1(C)C
→ 1408	1607
COc1cc([N+](=O)[O-])cc2sc(NC(=O)c3c(F)cccc3F)nc12
→ 1616	1795
O=C(OCc1nc2scc(-c3ccccc3)c2c(=O)[nH]1)c1cccc([N+](=O)[O-])c1
→ 1851	2013
COc1ccc(/C=C(\C#N)C(=O)OCC(=O)NC(=O)NCCC(C)C)cc1
→ 1428	1815
O=C(c1ccc(Cl)c([N+](=O)[O-])c1)N1CCN(C(=O)c2ccco2)CC1
→ 1584	2014
CCOc1ccc(-c2nnc3ccc(SCC(=O)Nc4nc5ccccc5s4)nn23)cc1
→ 1680	1597
CCOc1ccc(NC(=O)CCS(=O)(=O)c2cccc3nsnc23)cc1
→ 1456	1626
CCc1ccc(C2C(C#N)=C(N)OC3=C2C(=O)CCC3)s1 (centres undefined)
→ 1799	1739
COC(=O)COc1cccc2c(=O)n(CC(=O)Nc3ccc4c(c3)OCCO4)ccc12
→ 1404	2254
CCC1CCCCN1CCCNC(=O)c1cn(CC)c2ccc(S(=O)(=O)N3CCc4ccccc4C3)cc2c1=O (centres undefined)
→ 1640	1783
Cc1ccccc1Oc1ccc(NC(=O)C2CC=CCC2C(=O)O)cc1 (centres undefined)
→ 1438	1807
COc1ccc(N2CCCCn3c2nc2c3c(=O)[nH]c(=O)n2C)cc1
→ 1403	1831
CCC(C)[C@@H](C(=O)N1CCNCC1)n1cc(CCCCN)nn1 (some centres undefined)
→ 1473	1497
COc1cccc(/C=C/C(=O)OCC(=O)Nc2ccc(N3CCOCC3)cc2)c1OC
→ 1446	1700
Fc1ccc(COc2ccccc2CNc2nn[nH]n2)cc1
→ 1751	1814

2 records picked at random from those above:
Second line of a record – SRC3 TRFRET art	SRC1 TRFRET art
COc1cccc(/C=C/C(=O)OCC(=O)Nc2ccc(N3CCOCC3)cc2)c1OC
→ 1446	1700
Cc1ccccc1Oc1ccc(NC(=O)C2CC=CCC2C(=O)O)cc1 (centres undefined)
→ 1438	1807

Copied from the list:
Result of COc1ccc(N2CCCCn3c2nc2c3c(=O)[nH]c(=O)n2C)cc1 under SRC3 TRFRET art: 1403
Result of O=C(c1ccc(Cl)c([N+](=O)[O-])c1)N1CCN(C(=O)c2ccco2)CC1 under SRC3 TRFRET art: 1584
Result of CCC(C)[C@@H](C(=O)N1CCNCC1)n1cc(CCCCN)nn1 (some centres undefined) under SRC1 TRFRET art: 1497

(more compounds)
Second line of a record – SRC3 TRFRET art	SRC1 TRFRET art
COc1ccc(C(CNC(=O)COc2ccc(F)cc2Br)N2CCCC2)cc1 (centres undefined)
→ 1344	1825
CC1CCCN(C(=O)C2CCN(CCCc3ccccc3)CC2)C1 (centres undefined)
→ 1431	1703
O=C(O)COc1ccc(C(=O)c2ccccc2)cc1
→ 1642	1675
O=C(N/N=C/C=C/c1ccco1)c1ccccc1Cl
→ 1683	1692
CCn1c(SCC(=O)N/N=C/c2c[nH]c3ccccc23)nnc1-c1ccc(C(C)(C)C)cc1
→ 1733	1626
COc1ccc(N=C2NC(=O)/C(=C/c3ccc(O)c(OC)c3)S2)cc1
→ 1723	1811
OC(c1ccccc1)(c1ccccc1)C1CCN(C(=S)NCCc2ccccc2)CC1
→ 1472	2227
COc1ccc(CNC(=O)C2CCCN2)cc1OC (centres undefined)
→ 1775	1668
CCOc1ccc(N(C(=O)c2ccccc2Cl)C2=NC(C)(C)CS2)cc1
→ 1516	1733
CC(=O)Oc1c(Sc2ccccc2[N+](=O)[O-])c(C)nn1C(C)(C)C
→ 1369	1677
CC(C)(C)N/N=C/c1c(O)n(-c2ccc(Cl)cn2)c(=O)c2ccccc12
→ 1684	1784
CN1CCN(C(=O)c2cc(Cl)cc(Cl)c2NC(=O)c2ccco2)CC1
→ 1430	1588
Nc1[nH]nc2nc(NCc3ccccc3)c3c(c12)CCN(Cc1ccccc1)C3
→ 1619	1557
COc1c(OC(C)=O)ccc(/C=N\NC(=O)c2ccc(Br)cc2)c1[N+](=O)[O-]
→ 1788	1926
O=[N+]([O-])c1ccc2c(c1)CNc1ccccc1O2
→ 1689	2010
Cc1cccc(NC(=O)c2ccc(C(=O)Nc3cccc(C)c3)nc2)c1
→ 1632	1794
CSc1ccccc1NC(=O)CN(C)CC(=O)Nc1ccc(Cl)cc1F
→ 1717	1781
Cc1nn2c(COc3ccc(NC(=O)C(C)C)cc3)nnc2c2ccccc12
→ 1614	1686
Cc1ccc(C)c(N(C(=O)c2nsc(Cl)c2Cl)C(C(=O)NC2CCCC2)c2ccc(O)cc2)c1 (centres undefined)
→ 1655	1443
